DUSP3 inh: VHR1 phosphatase inhibitors, primary screen, biochemical, absorbance, uHTS. Dual specificity protein phosphatase 3 (Homo sapiens), P51452. recombinant VHR phosphatase, pNPP absorbance. inhibition, % at 13.3 µM. 0.52% of 290,000 active; in the data active = inhibition above about 50%; also: some compounds called inactive have numbers as strong as hits
Target sequence (P51452 whole entry, looked up): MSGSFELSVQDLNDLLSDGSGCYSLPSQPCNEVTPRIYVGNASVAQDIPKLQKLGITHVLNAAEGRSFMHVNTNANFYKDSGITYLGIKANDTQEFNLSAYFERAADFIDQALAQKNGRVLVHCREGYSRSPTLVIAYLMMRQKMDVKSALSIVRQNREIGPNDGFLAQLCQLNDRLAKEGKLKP
BioA inh: M. tuberculosis BioA enzyme inhibitors, primary screen, biochemical, plate reader, single point, HTS; 0.096% of 360,000 active; purified M. tuberculosis BioA enzyme; inhibition, % at 9.99 µM; 7,8-diaminopelargonic acid synthase BioA (Mycobacterium tuberculosis); in the data active = inhibition above about 40%
UGM FP inh: M. tuberculosis UGM enzyme inhibitors, primary screen, biochemical, fluorescence polarization, single point; inhibition, % at 10 µM; 0.06% of 320,000 active; UDP-galactopyranose mutase (Mycobacterium tuberculosis (strain ATCC 25618 / H37Rv)), …; AID 504406, 2011; purified UGM, fluorescence polarization probe displacement; in the data active = inhibition above about 10%, passing the limit was not always enough
Target sequence (P9WIQ1 whole entry, looked up): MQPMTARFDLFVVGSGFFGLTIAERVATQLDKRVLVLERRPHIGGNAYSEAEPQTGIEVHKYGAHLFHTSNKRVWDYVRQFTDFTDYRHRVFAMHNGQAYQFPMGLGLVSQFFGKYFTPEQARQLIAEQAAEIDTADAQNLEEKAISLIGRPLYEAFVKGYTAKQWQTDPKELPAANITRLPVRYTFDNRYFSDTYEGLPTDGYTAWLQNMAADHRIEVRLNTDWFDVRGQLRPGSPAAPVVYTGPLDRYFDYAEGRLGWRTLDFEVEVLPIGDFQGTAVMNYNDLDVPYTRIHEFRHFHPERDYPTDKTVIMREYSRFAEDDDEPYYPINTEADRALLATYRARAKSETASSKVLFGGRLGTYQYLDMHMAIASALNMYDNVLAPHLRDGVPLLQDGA
SSB-PriA inh: inhibitors of Klebsiella pneumoniae PriA binding to SSB C-terminal tail, primary screen, biochemical, AlphaScreen; PriA–SSB C-terminal tail interaction (Klebsiella pneumoniae); AlphaScreen SSBct-PriA binding, biotinylated peptide; inhibition, % at 33 µM; 0.6% of 430,000 active; in the data active = inhibition mostly above about 37%, no sharp cut-off; inactive = mostly below about 20%;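 also: plate controls were negative control peptide for no effect and reference peptide for full effect; strong numbers were not always called active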
MazEF act: activators of E. coli MazEF toxin-antitoxin RNase, primary screen, biochemical, fluorescence, uHTS; AID 504720, 2011; FAM/BHQ RNA-DNA oligo cleavage fluorescence, 5 h; 0.32% of 350,000 active; activation, % at 20 µM; Endoribonuclease toxin MazF (Escherichia coli (strain K12)), P0AE70; in the data active = activation above about 50%
Target sequence (P0AE70 whole entry, looked up): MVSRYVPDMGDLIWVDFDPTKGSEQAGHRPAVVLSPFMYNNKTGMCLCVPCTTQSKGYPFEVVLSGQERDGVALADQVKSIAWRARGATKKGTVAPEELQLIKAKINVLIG
Rv3671c inh: Rv3671c serine protease inhibitors, primary screen, biochemical, fluorescence polarization, M. tuberculosis H37Rv. inhibition, % at 5.96 µM. 0.048% of 320,000 active. AID 2606, 2010; in the data active = inhibition above about 38%;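 also: extracellular domain of Rv3671c used as enzyme; 0% = enzyme with DMSO and 100% = no enzyme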
SARS 3CLpro inh: SARS-CoV 3CLpro protease inhibitors, primary screen, biochemical, quenched FRET. recombinant SARS-CoV 3CLpro, quenched FRET peptide cleavage. inhibition, % at 6 µM. 0.14% of 290,000 active; in the data active = inhibition above about 12%
GDH-TPI counter: GDH-TPI coupling enzyme inhibitors, primary screen, artefact control for M. tuberculosis FBA inhibitor project, biochemical, absorbance, full deck | GDH-TPI coupled enzyme counterscreen, NADH absorbance | 1.2% of 360,000 active | inhibition, % at 4.8 µM; in the data active = inhibition above about 30%;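 also: 0% = DMSO wells and 100% = wells lacking the enzyme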
Vc quorum ag: inducers of Vibrio cholerae quorum light production without autoinducers, primary screen, BH1578 luxS cqsA deficient, single point; V. cholerae BH1578 lux reporter, luminescence, 6 h; activation, % at 18.7 µM; 0.16% of 350,000 active; in the data active = activation mostly above about 9.7%, no sharp cut-off; also: not every result past the cut was called active; inactives centre near 0; reference of the scale not given here
Mtb FBA inh: Mtb FBA enzyme inhibitors, primary screen, biochemical, fluorescence, strain H37Rv | inhibition, % at 1 µM | AID 588726, 2011 | Fructose-bisphosphate aldolase (Mycobacterium tuberculosis (strain ATCC 25618 / H37Rv)), … | purified M. tuberculosis FBA, fluorescence read-out | 2.3% of 360,000 active; in the data active = inhibition above about 27%;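 also: 0% = vehicle and 100% = reference inhibitor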
Target sequence (P9WQA3 whole entry, looked up): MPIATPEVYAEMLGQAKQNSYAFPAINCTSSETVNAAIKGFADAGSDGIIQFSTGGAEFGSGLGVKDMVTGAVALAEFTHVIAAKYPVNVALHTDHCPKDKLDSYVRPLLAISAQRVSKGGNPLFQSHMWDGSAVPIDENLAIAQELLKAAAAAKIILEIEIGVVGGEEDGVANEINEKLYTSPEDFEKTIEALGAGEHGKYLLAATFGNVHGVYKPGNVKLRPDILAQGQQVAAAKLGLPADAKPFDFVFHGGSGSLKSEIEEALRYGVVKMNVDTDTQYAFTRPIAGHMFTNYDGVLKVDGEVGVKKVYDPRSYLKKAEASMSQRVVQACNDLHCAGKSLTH
* = called active by the depositor; i = inactive; / = no result given; + = active, no number; & = joins results of further samples. The list is partial. The share of hits here may be higher or lower than overall.

SMILES	DUSP3 inh	BioA inh	UGM FP inh	SSB-PriA inh	MazEF act	Rv3671c inh	SARS 3CLpro inh	GDH-TPI counter	Vc quorum ag	Mtb FBA inh
CC1=C(SCc2ccccc2)C(=O)c2ccccc2C1=O	/	0.4	/	4	-1	/	/	9	0.1	-1
Cc1c(NS(=O)(=O)CC23CCC(CC2=O)C3(C)C)c(=O)n(-c2ccccc2)n1C (configuration not stated)	19	-2.5	0.3	-16	1	-1	0	-1	/	2
CCc1cccc(NC(=O)CCNS(=O)(=O)c2ccc3[nH]c(=O)oc3c2)c1	-2	-2.1	-0.7	10	7	0	-3	-6	-0.3	2
Cc1cc(NC(=O)CSc2nnc(Nc3ccccc3F)s2)no1	26	/	-0.3	0	-19	-9	1	16	i	-3
Cc1cc(=O)oc2cc(NC(=O)c3ccccc3C(=O)O)ccc12	7	-0.9	5.8	10	8	-5	2	19	i	+
CCOc1ccc(-c2nc(N)nc(C)c2-c2ccc(OC)c(OC)c2)c(O)c1	19	-0.5	-1.7	0	-2	5	-6	13	i	1
CC(C)CCn1c(SCC(=O)Nc2ccccc2C(F)(F)F)nc2nccnc2c1=O	-14	4.2	-2.2	-13	8	6	-1	4	0.2	0
COc1ccc(OC)c2[nH]c(C(=O)O)cc12	-9	-0.6	-0.3	4	-2	1	-2	7	i	8
O=C(NC1CCCCC1)C1CC(=O)N(CCc2ccccc2)C1 (configuration not stated)	0	-1.9	-4.5	-18	-2	8	-3	-1	i	3
CCCCOCCCNC(=O)N[C@H](C(=O)O)C(C)CC (some centres not stated)	9	1.3	0.5	-3	6	2	3	-1	-0.6	-6
CC(OC(=O)C1COc2ccccc2O1)C(=O)N(C)c1ccccc1 (configuration not stated)	26	/	1.8	0	11	3	3	-4	-0.6	-2
Cc1cc(OCC(=O)Nc2cc(C(C)(C)C)on2)ccc1[N+](=O)[O-]	10	0.4	0.8	4	0	-6	0	10	i	2
Cc1nccn1CC(=O)O	-3	/	3.7	2	-2	-11	/	/	/	/
Cc1cc(NC(=O)c2cc3cc([N+](=O)[O-])ccc3s2)no1	/	1.8	/	/	-2	/	/	11	7.6	2
COc1ccc(C(=O)CSc2nnc(Cc3ccccc3)o2)cc1	2	-1.1	0.2	-16	-11	8	2	12	i	0
CCC(C)NC(=O)C1CCN(C(=O)N(C)C)CC1 (configuration not stated)	7	-1.5	-0.1	5	4	-8	-4	8	i	1
CC(C)=C1C(=O)NN(c2cccc(Cl)c2)C1=O	-2	1.2	4.0	1	3	9	6	7	-0.5	1
Cc1ccc(/C=C/C(=O)OCC(=O)NCCN2C(=O)CSC2=O)cc1	14	/	4.4	-11	-28	8	6	-1	i	1
O=C(NC1CCCCC1)N1Cc2ccccc2-n2nncc2C1	/	1.1	/	-3	-17	/	/	-2	-0.2	1
CCNc1ccc(C(=O)OCC(=O)N2CCCC2)cc1[N+](=O)[O-]	-3	-0.4	-1.4	-16	-3	-3	2	7	-0.3	-2

A different layout for part of the listing above:
The line under a structure holds: DUSP3 inh, BioA inh, UGM FP inh, SSB-PriA inh, MazEF act, Rv3671c inh, SARS 3CLpro inh, GDH-TPI counter, Vc quorum ag, Mtb FBA inh
Cc1cc(NC(=O)c2cc3cc([N+](=O)[O-])ccc3s2)no1
    /, 1.8, /, /, -2, /, /, 11, 7.6, 2
COc1ccc(C(=O)CSc2nnc(Cc3ccccc3)o2)cc1
    2, -1.1, 0.2, -16, -11, 8, 2, 12, i, 0
CCC(C)NC(=O)C1CCN(C(=O)N(C)C)CC1 (configuration not stated)
    7, -1.5, -0.1, 5, 4, -8, -4, 8, i, 1

More records:
SMILES	DUSP3 inh	BioA inh	UGM FP inh	SSB-PriA inh	MazEF act	Rv3671c inh	SARS 3CLpro inh	GDH-TPI counter	Vc quorum ag	Mtb FBA inh
CC(=O)N1Cc2cc(N)ccc2Oc2ccccc21	24	-2.0	-1.2	12	-2	-2	1	0	8.3	1
Cc1ccc(C(C)C)cc1S(=O)(=O)NC1CC(C)(C)NC(C)(C)C1	4	-0.3	-0.1	-7	1	3	4	9	i	7
CCOc1ccc(-c2nc(C)sc2CC(=O)O)cc1	29	-26	-0.7	5	1	-1	0	1	-0.2	5
CCOC(=O)C1(CCOc2ccccc2)CCN(C(C)CSC)CC1 (configuration not stated)	-32	0.2	-2.5	-2	2	5	-1	2	-0.3	2
COC(=O)c1cc(C(=O)NCCN2C(=O)S/C(=C\c3cccs3)C2=O)cc([N+](=O)[O-])c1	-4	/	5.5	1	1	-3	-1	20	-0.3	1
COc1ccc(C(=O)Nc2ccc(-c3n[nH]c(=S)o3)cc2)cc1OC	10	-2.0	-0.8	-2	0	0	-5	19	-0.3	4
Cc1ccc(S(=O)(=O)NCCCNS(=O)(=O)c2ccc(C)cc2)cc1	/	1.1	-1.2	3	-10	4	/	8	i	-2
COc1ccc(OC)c(N(CC(=O)NCCSC2CCCCC2)S(=O)(=O)c2ccccc2)c1	14	-0.2	-2.3	-2	4	-9	4	-6	-0.4	-1
Cc1nc2sccn2c(=O)c1S(=O)(=O)N1CCN(c2cccc(Cl)c2)CC1	21	-0.8	-0.8	7	8	-3	-1	9	-0.2	2
O=C(N1CCCCC1)N1CCN(S(=O)(=O)c2ccccc2)CC1	4	0.1	-1.8	2	4	6	-3	-10	0.0	2
CC(C)(C)NC(=O)CN(Cc1cccs1)C(=O)CCN1CCc2ccccc21	26	/	-0.1	-10	3	5	-5	-3	-0.2	-5
O=C(CSCC(=O)N1CCOCC1)Nc1nc(-c2ccccc2)cs1	21	/	0.7	-6	-2	-1	0	6	i	5
CN(C(=O)COc1ccccc1C(=O)NCc1ccccc1)C1CCS(=O)(=O)C1 (configuration not stated)	/	/	/	-13	4	/	/	5	i	6
O=C1NC2(Nc3ccccc31)C(=O)Nc1ccc(Br)cc12 (configuration not stated)	20	-0.3	-3.7	-20	-1	-10	1	3	i	10
COc1cc(/C=C2/C(=N)N3N=C(CC(=O)N4CCOCC4)SC3=NC2=O)ccc1OC(C)c1ccccc1 (configuration not stated)	0	0.6	-0.2	-5	11	-11	4	1	-0.2	-8
CCOC(=O)N1CN(C(=O)OCC)CN(C(=O)OCC)C1	9	-1.0	-2.9	4	5	-10	2	-6	i	0
CCc1nc2ccccc2c(C(=O)OCc2nnc(-c3ccccc3)o2)c1C	19	1.5	3.1	-6	2	1	1	6	-0.2	4
COc1ccc(C(=O)N/N=C(\C)CC(=O)N2CCN(C=O)CC2)cc1	-12	/	2.4	/	3	8	2	4	-0.3	2
COc1cc(-c2noc(C)c2-c2ccc(N(C)C)nc2)cc(OC)c1OC	28	-0.4	0.9	12	3	8	3	10	i	2
O=c1c2c(ncn1Cc1ccccc1)nc1n2CCC1	2	/	-3.5	-1	7	11	-5	-10	-0.2	0
COc1ccc(OC)c(C2=NOC(C(=O)Nc3cc(C)on3)C2)c1 (configuration not stated)	9	2.6	0.3	-18	2	4	3	3	-0.4	6
Cc1ccccc1CCNC(=O)C1CCC(=O)N(C2CCCCCC2)C1 (configuration not stated)	-29	1.5	1.2	-11	0	1	2	2	i	0
CC(C)NC(=O)COc1coc(CN2CCN(Cc3ccccc3)CC2)cc1=O	53*	0.6	2.0	-28	4	7	-4	0	i	0
CC(C)OC(=O)c1ccc(S(N)(=O)=O)o1	-2	-2.3	-1.2	-8	7	-4	-2	4	i	1
CCCc1nnc(SCC(=O)Nc2cc(C)on2)n1CCOC	26	6.8	-1.8	-1	10	8	-2	4	-0.1	-3
CCC(=O)Nc1ccc(Cl)c(NC(=O)C(C)C)c1	6	-2.0	-0.4	6	1	-6	2	-4	i	-3
COc1ccc(CNC(=S)Nc2ccc(S(N)(=O)=O)cc2)cc1	8	-1.1	2.7	6	-24	2	-7	-3	-2.0	2
CCSCCOC(=O)C1=C(C)NC(=O)NC1c1cccc(OC)c1OC (configuration not stated)	-8	1.3	-1.7	-1	1	1	-2	-3	-0.4	2
COc1ccc(CCn2c(=N)c(C(=O)NC3CCCC3)cc3c(=O)n4cccc(C)c4nc32)cc1	-27	-5.2	-5.0	-5	-37	-1	-5	15	i	3
C(=N\n1cnnc1)/c1nc2ccccc2[nH]1	26	1.5	-2.3	/	5	-3	-1	20	-0.7	74*
CCN(Cc1ccccc1)C(=O)C1CCN(CC2CC=CCC2)CC1 (configuration not stated)	7	0.3	2.1	-7	-5	-2	0	-3	-0.2	0
CCCOC1CCCN(Cc2nc(-c3cnccn3)no2)C1 (configuration not stated)	5	0.5	-0.9	4	0	-7	2	2	0.6	-3
CCOc1ccc(OCC)c(NC(=O)C2CCCN(S(=O)(=O)c3c(C)n[nH]c3C)C2)c1 (configuration not stated)	21	-0.9	-2.6	-6	-1	0	-3	-5	-0.1	0
CCC(=O)N1CCc2cc(Br)c(S(=O)(=O)CCC(=O)NCCOC)cc21	/	/	/	-6	2	/	/	11	/	-3
COc1ccc(NC(=O)CN2C(=O)COc3ccc(C)cc32)cc1	2	-1.2	0.2	-8	5	-1	-2	13	-0.3	3
CCNC(=O)n1nccc1C(C)Oc1ccccc1 (configuration not stated)	41	-2.1	-0.8	-11	9	-4	-5	5	2.9	0
COC(C[C@@H]1O[C@@H]1[C@@H](O)[C@H](C)OCc1ccccc1)OC	15	-1.8	/	-9	4	/	/	8	i	1
O=C(NCCc1c[nH]c2ccccc12)C(=O)Nc1ccccc1	27	3.0	0.0	-3	12	-5	6	-8	1.5	-1
Cc1ccc(OC(=O)N(C)C[C@@H]2OCc3cn(nn3)CCCC(=O)N([C@H](C)CO)C[C@H]2C)cc1	/	-0.1&0.3&-0.6	/	/	-5	/	/	-9	2.3	-4
O=C1NC(=O)C(=Cc2ccc(-c3ccc(S(=O)(=O)N4CCOCC4)cc3)o2)C(=O)N1	17	-1.4	1.6	-10	-10	-17	-3	14	0.3	12

By substructure, the entries above with a furan ring, fused or not
SMILES	DUSP3 inh	BioA inh	UGM FP inh	SSB-PriA inh	MazEF act	Rv3671c inh	SARS 3CLpro inh	GDH-TPI counter	Vc quorum ag	Mtb FBA inh
CC(C)OC(=O)c1ccc(S(N)(=O)=O)o1	-2	-2.3	-1.2	-8	7	-4	-2	4	i	1
O=C1NC(=O)C(=Cc2ccc(-c3ccc(S(=O)(=O)N4CCOCC4)cc3)o2)C(=O)N1	17	-1.4	1.6	-10	-10	-17	-3	14	0.3	12

More compounds follow:
SMILES	DUSP3 inh	BioA inh	UGM FP inh	SSB-PriA inh	MazEF act	Rv3671c inh	SARS 3CLpro inh	GDH-TPI counter	Vc quorum ag	Mtb FBA inh
COc1ccc(OC)c(C2C3=C(CCCC3=O)Nc3c2c(=O)n(C)c(=O)n3C)c1 (configuration not stated)	13	1.0	1.1	-21	3	7	-4	0	i	0
O=C1CC(C(=O)Nc2ccc(F)c(Cl)c2)N=C(N2CCCCC2)N1 (configuration not stated)	22	-0.7	-1.2	-6	-5	-2	3	-4	/	2
CCOC(=O)NC(=O)COC(=O)CNC(=O)c1ccc(OCC)c(OCC)c1	26	/	-1.2	-9	11	-6	1	-7	i	3
COc1ccc(C2NC(=O)NC(C)=C2[N+](=O)[O-])cc1OC (configuration not stated)	14	/	1.9	-18	1	8	-2	37*	-0.2	0
COC(=O)[C@H](CCSC)NC(=O)NCCc1ccccc1F	-2	0.8	1.3	-1	9	-1	1	1	i	-3
Cc1cc(C)nc(N2CCC(C(=O)NCc3cccc(C(F)(F)F)c3)CC2)n1	22	-5.0	1.7	0	2	-1	-5	-7	-7.7	0
COc1cc(OC)c2c(=O)c(OC)c(-c3ccc(OC)c(OC)c3)oc2c1	21	-1.2	-1.0	-5	5	-5	-6	22	-0.3	103*
